# LANA DNA inh = inhibitors of KSHV LANA C-terminal domain DNA binding. MBP-C-LANA/FAM-LBS DNA binding, fluorescence polarization. inhibition, % at 9 µM. 340,000 tested, 0.078% active;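 active = highest replicate inhibition at or above 60% at 9 µM, even if other replicates fall short; inactive = all replicates below 60% inhibition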;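 note: 0% = neutral control wells and 100% = 4 µM acridine orange control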
# cardiac RTF act = increases calcium sensitivity of human cardiac regulated thin filaments; 340,000 tested, 0.24% active; AID 493008; P19429+P45379; IANBD-labeled TnC RTF fluorescence at EC20 calcium; 0% EC20 calcium, 100% full calcium; activation, % at 7.2 µM;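 active = activation above the mean over all tested compounds plus 3 SD, cut at about 30% in these data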;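 note: rise in fluorescence read as greater calcium sensitivity of cardiac thin filaments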
# HTR5A inv ag = inverse agonist of human HTR5A in OPRM1-OPRD1 counter-screen; P47898; HTR5A cell line, luminescence, inverse agonism; inhibition, % at 9.3 µM; AID 504634; 340,000 tested, 0.083% active; in the data active = inhibition mostly above about 23%, no sharp cut-off; inactive = mostly below about 18%;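 note: 0% = cells with DMSO and 100% = no-cell wells with DMSO; some compounds called inactive have numbers as strong as hits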
# Keap1-Nrf2 PPI = Keap1-Nrf2 (human) interaction inhibition; Keap1 Kelch-Nrf2 peptide fluorescence polarization, 1536-well; inhibition, % at 9.4 µM; 340,000 tested, 0.15% active; AID 504523; in the data active = inhibition above about 12%;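 note: human Keap1 Kelch domain with fluorescein labeled Nrf2 9mer peptide probe; 0% = neutral control wells and 100% = peptide positive control; higher means more block of Keap1 binding to Nrf2 peptide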
# OPRM1-OPRD1 inv = mu-delta opioid heterodimer inverse agonism; cell-based MOR-DOR heterodimer luminescence; inhibition, % at 9.3 µM; 340,000 tested, 0.21% active; AID 504357; in the data active = inhibition above about 22%, passing the limit was not always enough;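 note: 0% = cells with DMSO and 100% = wells without cells with DMSO; values of inactives mirror those of a sister screen read the other way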
# Target sequence (P35372 whole entry, looked up): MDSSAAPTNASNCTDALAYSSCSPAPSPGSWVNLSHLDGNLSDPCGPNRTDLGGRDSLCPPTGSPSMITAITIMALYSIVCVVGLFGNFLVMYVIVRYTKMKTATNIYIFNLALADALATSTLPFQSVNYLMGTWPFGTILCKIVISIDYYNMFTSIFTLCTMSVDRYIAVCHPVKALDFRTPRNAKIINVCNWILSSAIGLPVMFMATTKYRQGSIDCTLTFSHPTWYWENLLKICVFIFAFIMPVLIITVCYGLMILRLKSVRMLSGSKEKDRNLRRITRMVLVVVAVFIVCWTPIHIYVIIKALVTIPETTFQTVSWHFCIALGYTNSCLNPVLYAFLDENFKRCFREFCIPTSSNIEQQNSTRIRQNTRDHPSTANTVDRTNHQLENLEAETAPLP
# Target sequence (P41143 whole entry, looked up): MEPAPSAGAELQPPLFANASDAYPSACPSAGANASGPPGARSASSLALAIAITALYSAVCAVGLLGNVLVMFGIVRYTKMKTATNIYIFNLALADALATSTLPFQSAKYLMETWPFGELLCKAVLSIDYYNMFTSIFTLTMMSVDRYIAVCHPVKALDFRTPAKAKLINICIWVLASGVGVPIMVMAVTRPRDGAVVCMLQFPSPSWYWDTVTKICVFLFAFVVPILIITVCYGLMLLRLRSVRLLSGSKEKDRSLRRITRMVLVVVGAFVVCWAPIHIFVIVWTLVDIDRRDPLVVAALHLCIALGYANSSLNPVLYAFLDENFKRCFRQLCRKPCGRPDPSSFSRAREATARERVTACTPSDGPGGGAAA
# OPRM1-OPRD1 ag = agonists of human mu-delta opioid receptor heterodimerization | activation, % at 9.3 µM | cells, OPRM1-OPRD1 heterodimerization, luminescence | AID 504326 | 340,000 tested, 0.3% active; in the data active = activation above about 18%;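 note: 0% = vehicle-treated cells and 100% = reference agonist; values of inactives mirror those of a sister screen read the other way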
# V-ATPase pHluor = yeast V-ATPase proton transport regulation by pHLuorin. response, % at 10 µM. 350,000 tested, 0.37% active. AID 504577. S. cerevisiae, pHLuorin cytosolic pH fluorescence; in the data active = response mostly above about 7.3%, no sharp cut-off; inactive = mostly below about 5.4%; note: actives read high; inactives centre near 0; some compounds called inactive have numbers as strong as hits; reference of the scale not given here
# Cardiac RTF inh = cardiac RTF calcium desensitization. P19429+P45379. IANBD-labeled cardiac RTF, Ca2+ fluorescence. inhibition, % at 7.15 µM. 340,000 tested, 0.12% active. AID 493244;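 active = inhibition above the mean inhibition of all tested compounds plus 3 SD, cut at about 17% in these data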;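 note: assay run at fixed EC70 calcium of 1.6 mM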
# CAL PDZ FP = inhibitors of human CAL PDZ peptide binding; inhibition, % at 24.9 µM; purified CAL PDZ, TMR-peptide fluorescence polarization, 1 h; 300,000 tested, 0.92% active; Q9HD26; AID 602252;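 active = mean inhibition of at least 30% with at least half of replicates also reaching 30%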;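 note: 0% = DMSO neutral control and 100% = excess unlabeled competitor peptide PRC23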
# HTR5A ag = activates human HTR5A in OPRM1-OPRD1 agonist counter-screen; 340,000 tested, 0.61% active; activation, % at 9.3 µM; AID 504692; P47898; HTR5A agonist assay, luminescence, cell-based; in the data active = activation mostly above about 9.5%, no sharp cut-off; inactive = mostly below about 7.6%;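 note: 0% = cells with vehicle only and 100% = reference agonist; strong numbers were not always called active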
# The depositor's hits bear a star; nt = not tested or not shown.
SMILES,LANA DNA inh,cardiac RTF act,HTR5A inv ag,Keap1-Nrf2 PPI,OPRM1-OPRD1 inv,OPRM1-OPRD1 ag,V-ATPase pHluor,Cardiac RTF inh,CAL PDZ FP,HTR5A ag
Cc1ccc(S(=O)(=O)N2CCN(C(=O)N(C)C)CC2)cc1C,0.6,4,7,-4,15,-2.7,3,-4,-1,-2
Cc1ccc(CN2CCN(CC(=O)N/N=C/c3ccccc3F)CC2)cc1,26,11,4,-5,10,-1.9,5,-2,nt,-2
CC1([N+](=O)[O-])COC2(CCCCC2)OC1,-0.5,1,-11,4,16,-3.6,-1,-1,-12,3
Brc1ccc(-c2nnc(-c3ccc4c(c3)OCO4)o2)o1,-0.7,4,-10,-1,-24,4.3,-6,-2,-2,1
Cn1c(SCC(=O)Nc2sccc2C#N)nnc1C1CC1,2.5,1,20,-6,18,-4.7,-2,6,nt,1
COc1cc(OC)c(NC(=O)c2cc3ccccc3cc2O)cc1Cl,2.6,32*,-22,-1,-20,3.9,3,3,-4,5
CCOC(=O)c1ccc(N=Cc2cnc(N)nc2N)cc1,-1.0,3,-12,-5,18,-3.5,0,-9,-3,3
CC1CCCCC1NC(=O)c1cn(C)c2ccc(S(=O)(=O)N3CCOCC3)cc2c1=O (configuration not stated),1.8,-5,-21,3,4,-0.7,-2,-2,0,-3
CCCCn1c(N)c(N(CC(C)C)C(=O)c2oc3ccc(OCC)cc3c2C)c(=O)[nH]c1=O,-1.3,4,-16,-5,0,0.0,2,-4,-4,-4
O=[N+]([O-])c1ccc2c(c1)CNc1ccccc1O2,-1.0,0,9,-3,-6,0.9,1,1,0,6
Cc1c(C(=O)N2CCC(C(N)=O)CC2)sc(N)c1C#N,-0.2,6,-6,-2,5,-0.8,nt,-11,1,-2
N#Cc1ccc(Oc2cccnc2)cc1C#N,0.1,0,5,-2,8,-1.4,-2,9,2,3
C=CCC[C@H](Cc1ccc(F)cc1)C(=O)OC[C@H](Cc1c[nH]c2ccccc12)NC(=O)[C@@H](CC=C)CC(=O)N[C@H](CO)Cc1ccccc1,1.4,0,10,-6,11,-2.0,0,-12,-3,-4
CC(C)(C)C(=O)NNC(=O)C1CC1(c1ccccc1)c1ccccc1 (configuration not stated),-0.7,0,4,-3,0,0.0,3,-10,35*,-1
O=[N+]([O-])C1=CC=C2C(=NC3(CCCCC3)N2O)C1=NC1CCCCC1,0.0,0,-10,-5,-13,2.0,2,-21,0,4
O=C(Cc1ccc2c(c1)OCCO2)N1CCN(S(=O)(=O)c2cccc(C(F)(F)F)c2)CC1,-1.0,-6,0,-1,17,-2.9,1,-5,-4,0
COCc1cc(=O)[nH]c(/N=C(\N)Nc2ccc(C)cc2C)n1,-1.6,5,-14,-6,-6,1.1,-1,1,-2,-10
COc1ccc(NC(=O)CSc2nnc3ccc(-c4ccccn4)nn23)cc1,-1.3,3,15,-2,14,-2.2,-2,-4,-3,-5
NC(=O)CC(NC(=O)Cc1ccc(Br)cc1)c1ccc(NCCOc2ccccc2)c([N+](=O)[O-])c1 (configuration not stated),2.8,0,7,-6,18,-3.0,-8,3,-1,-2
CC(=O)Nc1ccc2c(CN3C(=O)NC(C)(c4ccc(C)cc4)C3=O)cc(=O)oc2c1 (configuration not stated),-0.2,2,11,0,7,-1.3,1,2,-5,2
CCOC(=O)N1CCC(NC(=O)c2cc3c(-c4ccc(Cl)cc4)nn(C)c3s2)CC1,-1.5,-5,-19,1,8,-1.6,-1,-4,nt,6
COc1coc(C(O)C[N+](=O)[O-])cc1=O (configuration not stated),0.2,-1,1,-3,-6,0.8,-1,-6,1,0
COc1ccc(CNC(=S)NCc2ccc(OC(C)C)cc2)cc1,-1.0,-6,21,1,5,-0.7,-3,7,-4,-9
Cc1cn(CC(=O)NCC2CCCO2)c(=O)[nH]c1=O (configuration not stated),0.2,-4,6,1,4,-0.8,2,-5,-1,-2
CCOC(=O)C1(Cc2cccc(F)c2)CCN(Cc2cnn(CC)c2)CC1,-0.2,5,-16,-5,-332,68*,1,-2,-4,1
CCCOC1CCCN(C(=O)c2ccc(OC3CCN(C(=O)CCOC)CC3)cc2)C1 (configuration not stated),0.5,-3,13,0,11,-2.2,-3,4,0,3
CC(C)CN(C(=O)CSc1nncn1-c1ccccc1)c1c(N)n(CC(C)C)c(=O)[nH]c1=O,2.4,2,7,-6,7,-1.3,-1,4,2,-2
CC1(C)C(CO)=CC(=O)C2=C1SCC(=O)N2,-0.5,7,8,-3,19,-3.4,-1,-1,-1,-1
O=C(Cc1cnc2ncnn2c1)N1CCc2c([nH]c3ccccc23)C1c1ccccn1 (configuration not stated),-0.5,-2,-17,8,6,-1.1,12,0,8,6
Cc1cc(OCc2nnc(SCC(=O)O)n2-c2ccccc2)ccc1Cl,-1.2,0,-2,2,-2,0.5,3,-2,-4,1
O=S(=O)(NCc1ccccn1)c1cc(Cl)ccc1Cl,-0.8,2,-20,-1,10,-2.0,-1,-3,nt,3
C/C(=N\NC(=O)c1ccccc1NC(=O)c1ccc(Cl)cc1)c1ccncc1,0.5,-5,3,-3,-8,1.5,-4,-2,-3,-1
O=C(COc1ccc(CO)cc1Cl)Nc1ccc(F)cc1,-2.6,-5,-13,-5,9,-1.8,-5,-21,1,6
CCNC(=O)COC(=O)c1cc(C)nc2ccccc12,-0.9,2,0,0,8,-1.7,5,-7,-2,0
O=C(CCn1c(=O)oc2ccccc21)Nc1cccc(Br)c1,-1.3,-4,18,-4,-7,1.3,2,7,-4,-2
O=C(O)CCN1C(=O)C2C3c4ccccc4C(c4ccccc43)[C@@H]2C1=O (some centres not stated),-0.3,1,-4,3,26,-5.2,2,-3,2,2
CCc1ccc(C(=O)NCC2(c3ccccc3)CCOCC2)o1,-0.1,-5,-11,-3,-1,0.1,-1,4,nt,3
Cc1ccnc(SCC(=O)Nc2sc3c(c2C#N)CCC(C(C)(C)C)C3)n1 (configuration not stated),-1.0,-1,13,0,0,0.0,2,-5,4,-5
C/C(Cn1nnc([N+](=O)[O-])n1)=N\NC(=O)c1ccncc1,-0.1,3,5,-2,-33,6.4,7,-24,nt,6
O=C(NNC(=O)c1cc(F)c(F)cc1Cl)c1ccc(NS(=O)(=O)c2cccs2)cc1,1.2,2,3,-6,16,-4.0,-1,0,nt,1
CCOC(=O)c1sc(NC(=O)c2ccccc2)cc1C,-0.6,-2,-6,2,-12,2.2,0,-2,-3,-2
Cc1c(Cl)cccc1NC(=O)Nc1ccc(C(=O)N2CCCC2)cc1,-1.8,2,-20,5,2,-0.4,0,4,-3,6
COC(=O)c1ccccc1NC(=O)c1cnc2sccn2c1=O,-0.4,-1,-4,-4,-3,0.5,2,2,-5,2
CC1CC(C)CN(CCCNC(=O)CN2C(=O)CSc3ccc(S(=O)(=O)N4CCOCC4)cc32)C1 (configuration not stated),1.2,3,-33,2,14,-2.8,-1,0,-1,12*
O=C(CCS(=O)(=O)c1ccccc1F)Nc1ccc(N2CCN(Cc3ccccc3)CC2)cc1,-0.9,2,-13,-1,-1,0.3,1,-5,-6,5

# Grouped by structure: the entries above containing a tert-butyl group
SMILES,LANA DNA inh,cardiac RTF act,HTR5A inv ag,Keap1-Nrf2 PPI,OPRM1-OPRD1 inv,OPRM1-OPRD1 ag,V-ATPase pHluor,Cardiac RTF inh,CAL PDZ FP,HTR5A ag
CC(C)(C)C(=O)NNC(=O)C1CC1(c1ccccc1)c1ccccc1 (configuration not stated),-0.7,0,4,-3,0,0.0,3,-10,35*,-1
Cc1ccnc(SCC(=O)Nc2sc3c(c2C#N)CCC(C(C)(C)C)C3)n1 (configuration not stated),-1.0,-1,13,0,0,0.0,2,-5,4,-5

# Other records:
SMILES,LANA DNA inh,cardiac RTF act,HTR5A inv ag,Keap1-Nrf2 PPI,OPRM1-OPRD1 inv,OPRM1-OPRD1 ag,V-ATPase pHluor,Cardiac RTF inh,CAL PDZ FP,HTR5A ag
O=C(c1cc(-c2ccc(O)cc2)on1)N1CCCCCC1,1.8,-8,-27,4,10,-1.4,0,-6,-6,2
CCc1ccc(C(=O)NC(CCSC)C(=O)OC)cc1 (configuration not stated),-4.1,-5,2,2,7,-1.4,0,-1,-2,-1
CCNC(=O)c1ccc(NS(=O)(=O)c2ccc3[nH]c(=O)[nH]c3c2)cc1,-0.1,-2,-2,1,5,-0.9,-2,-5,1,4
CCOc1cccc2cc(C(=O)N3CCOCC3)c(=O)oc12,1.0,4,-25,-3,10,-1.9,-1,0,-5,3
CCN(CC)S(=O)(=O)c1ccc2c(c1)N(CC(=O)Nc1ccc(NC(C)=O)cc1)C(=O)CO2,0.2,-1,-10,-5,-8,1.9,-6,2,-2,3
CCCN1CCN(C(c2cc3cc(OCC)ccc3[nH]c2=O)c2nnnn2C2CCCCC2)CC1 (configuration not stated),-0.1,-2,2,-2,15,-2.6,7,0,nt,-4
CC(C)(C)c1nc(Sc2ncccc2[N+](=O)[O-])n[nH]1,0.9,-2,1,0,6,-1.2,2,-3,-2,1
COc1ccc(N(CC(=O)NCCSc2ccccn2)S(=O)(=O)c2ccccc2)cc1Cl,-0.4,-3,-3,-4,12,-1.7,2,0,-1,4
COc1ccc(-c2ccc(SCC(=O)c3cccs3)nn2)cc1,0.1,-2,14,-7,1,-0.3,4,4,-5,2
COc1ccc(OC)c(C2C(C(=O)c3ccco3)=C(O)C(=O)N2Cc2cccnc2)c1 (configuration not stated),-1.3,9,-3,0,9,-1.6,2,-6,-5,1
N/C(=N\OC(=O)CCc1ccccc1)c1ccc(Br)cc1,-0.4,-2,7,0,-5,0.9,4,6,-3,14
O=C(CSc1n[nH]c(=O)n1Cc1ccco1)c1ccc2c(c1)OCCO2,-0.5,-2,6,-5,5,-0.9,2,-3,-2,-1
CCCc1cc(=O)[nH]c(SCC(=O)N2CC3(C)CC2CC(C)(C)C3)n1 (configuration not stated),-0.5,0,-7,-4,0,-0.1,-1,5,1,3
COC(=O)CSc1cc(SCC(=O)OC)c(C#N)c(SCC(=O)OC)c1,-1.3,7,-16,-2,-4,0.7,-1,0,-7,0
CN(C(=O)C1CCCO1)c1nnc(-c2ccccn2)s1 (configuration not stated),-0.2,-8,9,-7,18,-3.1,0,-1,1,0
C[C@]12c3[nH]c4ccc(Cl)cc4c3CCN1C(=O)[C@@H](CC(=O)NCCC1=CCCCC1)C[C@@H]2C(=O)N1CCOCC1,3.1,-1,-8,-3,4,-0.8,2,-4,1,2
CNC(=S)N(CCc1c(C)[nH]c2ccccc12)Cc1cccnc1,-0.1,4,-2,-3,14,-3.2,0,-1,-2,1
CCCC(NC(=O)CCl)c1ccccc1 (configuration not stated),-2.7,2,-8,1,9,-1.9,0,7,-1,2
COc1ccc(C2C(C#N)=C(N)Oc3n[nH]c(C)c32)cc1CSc1ccccn1 (configuration not stated),1.3,3,0,-3,-10,1.9,-3,-11,0,-1
Cc1cc(C)c2sc(NNC(=O)C3COc4ccccc4O3)nc2c1 (configuration not stated),-1.4,0,12,-1,-20,3.3,-2,-4,nt,-4
COc1cc(C2N(c3cc(C)on3)C(=O)C3CCCN32)cc(OC)c1OC (configuration not stated),-0.3,-3,-7,0,10,-1.6,-4,-7,5,2
O=C(O)CCC(=O)N1N=C(c2c(-c3ccccc3)c3cc(Cl)ccc3[nH]c2=O)CC1c1ccccc1 (configuration not stated),-0.6,-3,-3,2,13,-2.2,-2,2,-13,1

# Source: PubChem (several laboratories)

# This is a random part of the collection; overall some 2.8% were active at least once.
